# NLRP3 yeast inh – NALP3 inflammasome inhibitors in reconstituted yeast, primary screen, luminescence, uHTS; Yeast reconstituted NLRP3/ASC/caspase-1, beta-gal luminescence, 24 h; inhibition, % at 10 µM; 0.39% of 330,000 active; AID 2825, 2010;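 active means inhibition of 50% or more; inactive means inhibition below 50%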;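 further: plate controls were induced DMSO wells for no effect and uninduced yeast grown without galactose for full effect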
# hIAP block – human IAP inhibitors, primary screen, biochemical, luminescence, uHTS | AID 2544, 2010 | inhibition, % at 10 µM | 0.12% of 330,000 active | Intestinal-type alkaline phosphatase (Homo sapiens), P09923 | purified IAP, CDP-Star luminescence, 30 min;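 active means inhibition reaching a set limit with compound at 10 µM in the primary screen, cut at about 35% in these data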;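 further: plate controls were DMSO wells with enzyme for no effect and no-enzyme buffer wells for full effect; values of inactives mirror those of a sister screen read the other way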
# ATG4B inh – ATG4B protease inhibitors, primary screen, biochemical, fluorescence, uHTS; Cysteine protease ATG4B (Homo sapiens), Q9Y4P1; ATG4B cleavage of LC3-PLA2, NBD-HPC fluorescence, 1 h; inhibition, % at 8.33 µM; 0.51% of 340,000 active; in the data active means inhibition above about 40%
# hIAP activ – human IAP activators, primary screen, biochemical, luminescence, uHTS | activation factor at 10 µM | AID 2524, 2010 | 0.16% of 330,000 active | Intestinal-type alkaline phosphatase (Homo sapiens), P09923 | purified human IAP, CDP-Star luminescence, 30 min; hits give high values; 1 = vehicle-only enzyme, 0 = enzyme-free background;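 active means activation factor of the enzyme at least 2-fold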; further: the source names both 10 and 20 µM as test concentration; values of inactives mirror those of a sister screen read the other way
# mIAP block – inhibitors of mouse IAP, primary screen, biochemical, luminescence, uHTS; intestinal alkaline phosphatase [Mus musculus]; purified mouse IAP, CDP-Star luminescence, 30 min; inhibition, % at 10 µM; 0.2% of 330,000 active; AID 2806, 2010;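 active means inhibition of at least 40% at 10 µM in the primary screen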;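 further: plate controls were DMSO with enzyme for no effect and no enzyme wells for full effect; values of inactives mirror those of a sister screen read the other way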
# TIM10 inh – growth inhibitors of isogenic TIM10 control yeast, primary screen, counter-screen for tim10-1 yeast inhibitor project, luminescence, uHTS; S. cerevisiae TIM10 strain growth, BacTiter-Glo luminescence, 24 h; inhibition, % at 10 µM; AID 463195, 2010; 1.4% of 330,000 active;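 active means inhibition of 40% or more at the single tested concentration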;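 further: wild-type TIM10 isogenic control strain grown at permissive 25 °C; 0% = DMSO yeast wells and 100% = minimal medium wells without yeast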
# mIAP activ – activators of mouse IAP, primary screen, biochemical, luminescence, uHTS | activation factor at 10 µM | intestinal alkaline phosphatase [Mus musculus] | 0.24% of 330,000 active | AID 2805, 2010 | muIAP, CDP-Star luminescence, 30 min; hits give high values; 1 = vehicle-only enzyme signal, 0 = enzyme-free wells;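 active means activation factor of at least 2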; further: the source names both 10 and 20 µM as test concentration; values of inactives mirror those of a sister screen read the other way
#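 Assay system: mouse IAP enzyme; Reagent: CDP-Star chemiluminescent phosphatase substrate; Compound: DMSO-dissolved test compounds; Incubation: 30 min, room temperature; Technique: luminescence from enzymatic CDP-Star hydrolysis; Controls: DMSO-only wells and no-enzyme negative control.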
# Apaf-1 inh – inhibitors of human Apaf-1 apoptosome, primary screen, biochemical, DEVD-Rh110 fluorescence, uHTS; Apoptotic protease-activating factor 1 (Homo sapiens), O14727; reconstituted apoptosome caspase-3 activity; inhibition, % at 20 µM; 0.71% of 330,000 active; AID 489030, 2010; active means inhibition of at least 40% at 20 µM;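 further: plate controls were DMSO wells for no effect and DEVD-CHO caspase inhibitor wells for full effect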
# Target sequence (O14727 whole entry, looked up): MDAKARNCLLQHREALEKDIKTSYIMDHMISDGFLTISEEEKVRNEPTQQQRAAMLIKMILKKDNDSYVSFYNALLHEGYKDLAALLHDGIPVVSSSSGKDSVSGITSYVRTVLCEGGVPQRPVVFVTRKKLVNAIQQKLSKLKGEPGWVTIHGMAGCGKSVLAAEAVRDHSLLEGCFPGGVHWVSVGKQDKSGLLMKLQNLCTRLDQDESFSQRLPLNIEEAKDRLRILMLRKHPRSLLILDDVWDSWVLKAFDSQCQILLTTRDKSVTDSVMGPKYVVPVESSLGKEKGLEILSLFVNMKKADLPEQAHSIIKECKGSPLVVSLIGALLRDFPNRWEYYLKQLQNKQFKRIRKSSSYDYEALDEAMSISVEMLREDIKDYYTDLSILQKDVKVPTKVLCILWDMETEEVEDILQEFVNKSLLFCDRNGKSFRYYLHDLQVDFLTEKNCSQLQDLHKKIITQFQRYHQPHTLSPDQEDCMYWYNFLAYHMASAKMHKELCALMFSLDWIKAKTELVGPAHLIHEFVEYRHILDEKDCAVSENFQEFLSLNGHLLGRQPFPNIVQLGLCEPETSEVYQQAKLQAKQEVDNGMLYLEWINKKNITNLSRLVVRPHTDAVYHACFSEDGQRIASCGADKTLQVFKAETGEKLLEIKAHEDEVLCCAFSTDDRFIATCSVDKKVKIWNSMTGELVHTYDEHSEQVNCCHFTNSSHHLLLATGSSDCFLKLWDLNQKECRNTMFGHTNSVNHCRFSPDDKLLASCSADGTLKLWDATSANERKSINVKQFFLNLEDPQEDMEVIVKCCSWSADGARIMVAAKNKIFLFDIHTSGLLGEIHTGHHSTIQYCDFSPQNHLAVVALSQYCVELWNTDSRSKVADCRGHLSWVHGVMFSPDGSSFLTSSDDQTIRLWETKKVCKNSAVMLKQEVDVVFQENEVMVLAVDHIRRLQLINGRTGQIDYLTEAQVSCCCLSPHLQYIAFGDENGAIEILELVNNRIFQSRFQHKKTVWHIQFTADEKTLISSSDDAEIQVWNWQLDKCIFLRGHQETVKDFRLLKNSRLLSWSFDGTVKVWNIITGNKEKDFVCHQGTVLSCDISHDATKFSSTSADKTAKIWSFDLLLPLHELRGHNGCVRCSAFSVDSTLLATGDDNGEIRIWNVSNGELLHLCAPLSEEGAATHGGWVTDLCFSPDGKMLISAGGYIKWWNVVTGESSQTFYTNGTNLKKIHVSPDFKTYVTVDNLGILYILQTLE
#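 Material: reconstituted apoptosome with Apaf-1, cytochrome c, caspase-9, procaspase-3, dATP. Technique: Rh110 fluorescence intensity. Buffer or medium: pH 7.5 Hepes buffer with CHAPS, BSA, DTT. Times: 30 min plus 50 min, RT.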
# tim10-1 inh – growth inhibitors of tim10-1 mutant yeast, primary screen, luminescence, uHTS; S. cerevisiae tim10-1 ts strain growth, BacTiter-Glo, 24 h; AID 463190, 2010; inhibition, % at 20 µM; 2.2% of 330,000 active;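 active means inhibition of at least 40%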;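 further: mutant grown at 25 °C; 0% = DMSO wells with yeast and 100% = wells holding no yeast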
# * hit, by the source's call; . = not tested or not shown.
cpd	Structure	NLRP3 yeast inh	hIAP block	ATG4B inh	hIAP activ	mIAP block	TIM10 inh	mIAP activ	Apaf-1 inh	tim10-1 inh
1	CC(=O)N1CCCc2cc(S(=O)(=O)N3CCCC(C(=O)N4CCN(c5ccccc5)CC4)C3)ccc21 (centres undefined)	13.2	-5.1	0.4	1.05	-7.2	-1.9	1.07	-7.1	1.4
2	CCOC(=O)/C(N=Nc1c(C)n(C)n(-c2ccccc2)c1=O)=C(\C)O	3.4	-23.9	8.1	1.24	10.1	-0.3	0.899	-5.4	-5.6
3	O=C(CCN1C(=O)c2ccccc2C1=O)NCc1cccc(Cl)c1	1.8	-9.0	-2.1	1.09	-3.4	-0.5	1.03	4.0	13.7
4	Cc1csc2c(N3CCC(C(=O)O)CC3)ncnc12	23.6	9.2	0.2	0.908	-3.5	7.0	1.03	-10.1	21.6
5	CS(=O)(=O)Nc1ccc(S(=O)(=O)N2CCOCC2)cc1	2.5	-7.5	-13.9	1.07	-1.9	-25.1	1.02	6.4	7.7
6	O=C(O)c1ccc(COc2ccccc2/C=C2\NC(=O)N(Cc3ccc(F)cc3)C2=O)cc1	23.7	10.7	12.7	0.893	-7.9	5.3	1.08	20.4	-1.7
7	C/C(Cl)=C\C[N+](C)(C)CC(=O)OCCc1ccccc1	-4.5	-12.3	0.4	1.12	-0.3	10.1	1	-8.0	8.3
8	C=CCn1c(SCC(C)=O)nnc1-c1cc(-c2ccccc2)sc1N	11.6	-5.6	-0.9	1.06	20.3	20.7	0.797	9.9	38.7
9	COc1cccc(-c2nnc3sc(-c4ccco4)nn23)c1	27.7	-2.5	7.3	1.02	-9.8	-13.7	1.1	2.2	-7.9
10	C/C=C(/C)C(=O)Nc1cccc(C2=NOC3(C2)C[C@@H](C(N)=O)N(C(=O)/C=C/CC)C3)c1 (some centres undefined)	6.7	21.6	-14.0	0.784	-0.6	-2.2	1.01	-9.9	0.3
11	COc1ccc(CNC(=O)C(OC(=O)c2cccs2)C(C)C)cc1 (centres undefined)	6.2	0.2	-3.2	0.998	-2.4	-12.0	1.02	1.2	7.9
12	CN(C)S(=O)(=O)N1CCN(c2ccnc3cc(Cl)ccc23)CC1	24.3	18.9	1.4	0.811	-6.8	4.1	1.07	13.2	29.9
13	Cc1cc(C)n(NC(=S)NC2CCCC2)c(=O)c1C#N	11.1	-6.3	-1.3	1.06	2.3	-18.8	0.977	-7.5	-5.6
14	COC(=O)c1ccccc1NS(=O)(=O)c1c(C)noc1C	-19.9	2.2	-6.0	0.978	6.7	13.7	0.933	2.0	18.9
15	Cc1c(Cl)cccc1NC(=S)N1CCN(Cc2ccccc2)CC1	3.2	-9.9	-4.7	1.1	-0.2	14.2	1	6.2	36.2
16	COc1ccc(CNC(=O)COC(=O)/C=C/c2cccc(Br)c2)cc1	-16.0	2.9	-0.3	0.971	4.5	13.1	0.955	0.0	7.8
17	CCCCN1C(C(=O)Nc2ncccn2)=C(O)c2ccccc2S1(=O)=O	16.4	0.8	2.2	0.992	16.9	8.6	0.831	0.6	-13.5
18	Cc1ccc(CN(c2ccc(C(=O)NCc3ccc4c(c3)OCO4)cc2)S(C)(=O)=O)cc1	6.9	8.2	-1.5	0.918	6.6	-16.6	0.934	2.9	8.3
19	C=C(C)CN(CC)c1nc(N)c2c(N)nc3c(c2c1C#N)CC(=O)N3C12CC3CC(CC(C3)C1)C2	9.4	-5.5	-2.1	1.05	0.8	8.5	0.992	15.5	26.8
20	COCC(=O)OCC(=O)Nc1ccccc1-c1ccccc1	19.8	-15.0	-11.0	1.15	-8.5	19.4	1.08	-9.9	9.3
21	CCc1[nH]nc2c1C(c1ccsc1)C(C#N)=C(N)O2 (centres undefined)	10.4	-3.9	7.3	1.04	3.8	23.8	0.962	-2.4	11.6
22	Cc1cc([N+](=O)[O-])nn1CC(=O)N1N=C(C(F)F)CC1(O)C(F)F (centres undefined)	12.8	1.7	-5.5	0.983	-5.0	1.0	1.05	-3.9	7.0
23	COc1cccc(-c2sc3ccccc3c2-c2ccc(OCCN(C)C)cc2)c1	46.9	6.4	-1.4	0.936	-8.0	50.0*	1.08	75.5*	-8.1
24	COc1cc2c(cc1OC)C(c1ccccc1Cl)N(C)CC2 (centres undefined)	-5.6	-24.3	-3.0	1.24	11.6	3.7	0.884	-10.3	10.5
25	Cc1ccc(S(=O)(=O)N2CCN(C(=O)c3ccc4c(c3)OCO4)CC2)cc1	17.9	-7.6	-3.1	1.08	-3.8	2.2	1.04	13.3	33.5
26	COc1ccc(CNC(=O)Cc2cccs2)cc1OC	-10.3	-9.2	-4.0	1.09	3.9	4.8	0.961	4.2	20.8
27	CC1CCc2c(C(=O)Nc3ccccn3)csc2C1 (centres undefined)	27.6	-2.4	-5.2	1.02	11.1	13.0	0.889	-5.9	6.8
28	Cn1c(-c2ccccc2)cnc1SCc1nc2ccccc2c(=O)[nH]1	19.8	-24.1	-5.4	1.24	-10.1	26.9	1.1	17.6	20.3
29	COc1ccccc1N1CCN(C(=O)CCNC(=O)c2ccco2)CC1	19.2	-5.8	3.2	1.06	-9.5	-3.4	1.09	-1.9	-15.9
30	CCN(C(=O)COC(=O)COc1ccccc1Cl)c1c(N)n(Cc2ccccc2)c(=O)[nH]c1=O	1.8	-18.8	-7.3	1.19	-3.6	11.0	1.04	-8.0	13.4
31	O=C(CSc1nc(O)cc(=O)n1-c1ccccc1)NCc1ccccc1	-5.5	12.1	2.5	0.879	12.1	0.8	0.879	-4.7	13.3
32	COc1ccc(C(=O)N2CCCC(CCC(=O)NCc3ccccc3F)C2)c(OC)n1 (centres undefined)	20.9	22.1	2.0	0.779	1.9	-2.2	0.981	-2.4	21.8
33	CC(=O)Nc1ccc(NC(=O)COC(=O)c2cc(S(=O)(=O)N(C)C)ccc2N2CCCC2)cc1	4.9	-0.1	0.8	1	-2.9	10.2	1.03	0.0	2.3
34	COCC(C)NC(=O)C1CC(c2cccc(Br)c2)=NO1 (centres undefined)	-12.2	3.8	1.0	0.962	-1.8	-2.8	1.02	0.5	3.0
35	Cc1ccnc(NS(=O)(=O)c2ccc(NC(=O)c3ccc(Cl)cc3[N+](=O)[O-])cc2)n1	18.1	-3.5	-5.4	1.03	-1.6	-0.6	1.02	4.0	11.2
36	CC1(C)CC(=O)C2=C(C1)Nc1ccccc1NC2c1cccc(F)c1 (centres undefined)	3.1	22.5	8.9	0.775	12.7	1.7	0.873	-12.8	7.0
37	CCOc1ccccc1-n1c(CNc2ccc(F)cc2)nnc1SCC(=O)NCc1ccco1	-7.7	-11.0	-13.7	1.11	-4.3	12.7	1.04	1.6	12.1
38	COc1ccc(N2CCN(C(CNC(=O)C(=O)NCC(OC)OC)c3ccco3)CC2)cc1 (centres undefined)	9.5	17.2	8.9	0.828	-0.7	-1.0	1.01	-7.2	11.0
39	Clc1ccc2c(N3CCOCC3)ccnc2c1	10.9	-24.7	-5.1	1.25	2.2	-13.8	0.978	-2.1	4.6
40	O=C(Nc1ccc(N2CCCC2)c(S(=O)(=O)Nc2cccc(C(F)(F)F)c2)c1)c1cccs1	-9.8	7.0	-5.0	0.93	10.4	20.0	0.896	14.7	18.4
41	Cc1cc(S(=O)(=O)Nc2ccc3c(c2)COC3=O)ccc1F	8.5	0.1	5.9	0.999	-0.3	-2.4	1	1.2	12.4
42	CCOC(=O)c1ccc(NC(=S)N(CCCN2CCCC(C)C2)Cc2cccs2)cc1 (centres undefined)	10.3	19.3	-12.7	0.807	-2.6	17.7	1.03	2.1	16.4
43	c1ccc(Nc2cccc(Nc3ccccc3)n2)cc1	28.1	5.3	4.5	0.946	18.6	60.0*	0.814	21.4	63.9*
44	COc1ccc(-c2csc(Nc3ncccc3C)n2)cc1	18.8	10.6	19.5	0.894	3.7	30.7	0.963	13.2	16.6
45	Cc1nc2ccc(C(=O)N/N=C/c3ccc(O)cc3)cc2[nH]1	1.8	15.7	0.1	0.843	4.6	-7.6	0.954	-8.4	0.0
46	O=C(c1ccccc1)[C@@H]1[C@@H](C(=O)c2ccc(F)cc2)[C@@]2(C(=O)Nc3ccccc32)[C@H]2c3ccccc3C=CN12	4.9	9.7	1.5	0.903	12.3	20.5	0.877	63.7*	38.0
47	Cc1ccc(OCCOCCNC(C)C)c(Br)c1	9.6	-3.6	1.0	1.04	7.5	2.8	0.925	-3.7	19.5
48	CC(C)NCc1nnc(-c2ccccc2Cl)o1	8.0	12.1	-3.8	0.879	1.1	8.6	0.989	-1.5	7.9
49	Cc1nnc(SCC2=C(C(=O)O)N3C(=O)C(NC(=O)Cn4nc(C)c(Cl)c4C)C3SC2)s1 (centres undefined)	18.8	1.7	-6.1	0.983	10.0	3.6	0.9	-4.6	-11.0
50	CCC(C)COC(=O)C(C#N)c1nc2ccccc2nc1N1CCCCC1 (centres undefined)	25.1	10.0	-3.5	0.9	4.9	18.9	0.951	26.3	29.2
51	Cc1cc(C)n(-c2nc(-n3nc(C)cc3C)c3c4c(sc3n2)COC(C)(C)C4)n1	13.3	-9.1	.	1.09	3.8	40.6*	0.962	16.8	49.7*
52	Cc1nc(C/C(=N\Nc2ccccc2)c2ccc(O)cc2O)cs1	8.3	10.3	7.3	0.897	12.3	27.1	0.877	0.7	24.7
53	CC(O)CNc1nc2c(c(=O)n(Cc3ccccc3)c(=O)n2C)n1C (centres undefined)	0.9	-0.8	-7.1	1.01	-6.7	-1.2	1.07	0.8	-2.2
54	CCCCn1c(SCC(=O)NCc2ccc(OC)c(C(=O)O)c2)nc2cc(S(N)(=O)=O)ccc21	6.7	-3.0	-2.0	1.03	1.4	-5.5	0.986	7.9	-11.2
55	Cc1ccc(CNC(=O)CCCn2nc(C)n3ccnc3c2=O)cc1	-0.2	2.6	-1.6	0.974	1.6	-0.3	0.984	3.9	-4.5
56	Cc1cccc(NC(=O)NCC(F)(F)F)n1	-3.3	-1.6	1.0	1.02	3.3	3.2	0.967	-1.8	6.7
57	CCCC(=O)N1CCN(c2nnc(-c3ccccc3)c3ccccc23)CC1	7.2	-25.9	-2.6	1.26	1.1	-33.5	0.989	0.7	-29.7

# Entries of single compounds from above. Screens in order: NLRP3 yeast inh | hIAP block | ATG4B inh | hIAP activ | mIAP block | TIM10 inh | mIAP activ | Apaf-1 inh | tim10-1 inh
# COC(=O)c1ccccc1NS(=O)(=O)c1c(C)noc1C in the list: -19.9 | 2.2 | -6.0 | 0.978 | 6.7 | 13.7 | 0.933 | 2.0 | 18.9
# CCOC(=O)/C(N=Nc1c(C)n(C)n(-c2ccccc2)c1=O)=C(\C)O in the list: 3.4 | -23.9 | 8.1 | 1.24 | 10.1 | -0.3 | 0.899 | -5.4 | -5.6
